Bioassay records from PubChem BioAssay.
E-sel TNF inh: blocks E-selectin expression induced by TNF alpha; HUVEC TNFa-induced E-selectin immunofluorescence, high content; inhibition, % at 2 µM; 0.71% of 120,000 active; AID 1246;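 active means inhibition above the batch mean plus 3 SD, and confirmed as a hit on visual image review, cut at about 43% in these data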;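 further: 0% = TNF-stimulated DMSO wells and 100% = unstimulated control wells; not every result past the cut was called active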
BB579 growth dn: chemicals that inhibit yeast BB579 growth in restrictive medium (lifespan-shortening candidates) | 0.51% of 140,000 active | AID 804 | inhibition, % at 10 µM | S. cerevisiae BB579 growth, OD615, 48 h;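 active means inhibition above a set limit, 3 SD over the mean compound inhibition, cut at about 44% in these data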; further: inactives centre near -24
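Test system: S. cerevisiae DeaD strain BB579 yeast; Medium: restrictive CSMM-D medium; Compound: one dose, 10 µM compound with 0.25% DMSO; Incubation: 4 h cell preincubation, 48 h compound exposure, 30 °C humidified; Signal: OD at 615 nm; Benchmarks: amphotericin B at 10 µg/mL as positive control.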
Yeast lifespan up: yeast lifespan extension; S. cerevisiae growth with nicotinamide, OD615; deaD strain in restrictive glucose medium; inhibition of the nicotinamide effect, % at 10 µM; 0.68% of 130,000 active;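 active means inhibition above a set limit, placed 3 SD over the median of all compounds, cut at about 26% in these data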;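 further: 0% = nicotinamide-treated wells and 100% = cells grown without nicotinamide; some compounds called inactive have numbers as strong as hits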
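System: DeaD-strain S. cerevisiae / Buffer or medium: CSMM-D, restrictive glucose (dextrose) synthetic minimal medium / Probe or stimulus: nicotinamide, 1.5 mM, co-present with compound / Compound: one concentration, 10 µM, DMSO 0.25% / Incubation: 48 h compound exposure at 30 °C, humidified / Technique: optical density (absorbance) at 615 nm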
NPY-Y2 antag: NPY-Y2 (human) receptor antagonism | NPY-Y2 expressing cells, antagonist mode | inhibition, % at 2.7 µM | 0.99% of 140,000 active | AID 793; in the data active means inhibition above about 17%;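 further: 0% = vehicle with agonist challenge and 100% = reference antagonist with challenge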
Target sequence (P49146 whole entry, looked up): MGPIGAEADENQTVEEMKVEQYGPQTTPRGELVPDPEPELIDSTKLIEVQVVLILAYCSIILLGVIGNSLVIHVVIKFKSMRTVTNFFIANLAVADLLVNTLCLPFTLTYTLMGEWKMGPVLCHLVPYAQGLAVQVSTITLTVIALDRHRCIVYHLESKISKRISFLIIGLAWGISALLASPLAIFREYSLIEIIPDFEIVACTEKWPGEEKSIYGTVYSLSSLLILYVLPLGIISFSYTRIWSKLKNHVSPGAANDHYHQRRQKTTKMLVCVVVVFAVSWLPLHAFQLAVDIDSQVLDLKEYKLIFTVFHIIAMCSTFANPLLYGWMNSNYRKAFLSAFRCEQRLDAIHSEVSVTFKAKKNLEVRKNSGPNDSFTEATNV
GALR2 blocker: GALR2 (human) receptor antagonism; O43603; GALR2-expressing cells, antagonist mode; inhibition, % at 4 µM; 0.39% of 140,000 active; AID 828; in the data active means inhibition above about 27%;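 further: cells stimulated with galanin 1-16 at roughly its EC80; 0% = agonist challenge control and 100% = basal control without agonist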
Target sequence (O43603 whole entry, looked up): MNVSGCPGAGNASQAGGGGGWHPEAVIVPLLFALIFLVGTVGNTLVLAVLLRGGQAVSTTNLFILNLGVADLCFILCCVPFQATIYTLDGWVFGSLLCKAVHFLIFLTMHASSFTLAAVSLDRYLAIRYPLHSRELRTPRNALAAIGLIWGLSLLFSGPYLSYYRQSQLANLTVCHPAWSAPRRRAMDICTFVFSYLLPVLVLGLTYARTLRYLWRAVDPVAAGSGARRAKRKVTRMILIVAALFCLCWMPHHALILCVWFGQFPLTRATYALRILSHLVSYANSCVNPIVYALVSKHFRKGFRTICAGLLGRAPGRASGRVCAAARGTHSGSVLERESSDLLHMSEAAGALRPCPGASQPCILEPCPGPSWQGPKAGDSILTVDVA
Phagocyt inh: blocks phagocytosis by macrophages | J774A.1 macrophage IgG-bead phagocytosis, imaging | inhibition, % at 5 µM | 0.07% of 110,000 active;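 active means inhibition above the mean of the plate negative controls plus 5 SD, cut at about 13% in these data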;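 further: phagocytic index as fraction of beads internalized from green versus red external bead signal; plate controls were DMSO negative control for no effect and cytochalasin-D positive control for full effect; some results beyond the cut were filed as inactive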
bCat KO growth: beta-catenin-lacking colon tumor cell growth suppression | HCT116 beta-catenin knockout viability, CellTiter-Glo, 60 h; hits give low values | viability, % at 10 µM | 1.5% of 140,000 active;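 active means viability at or under a set limit, the compound median less 4 SD, cut at about 6% in these data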;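 further: 0% = Hyamine 1622 control at 20 µM and 100% = untreated cell control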
PTEN del growth: PTEN-deleted cell growth suppression; 1.2% of 140,000 active; AID 827; viability, % at 10 µM; HCT116 PTEN-null viability, CellTiter-Glo, 60 h; hits give low values;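 active means viability at or below a set limit, 4 SD under the median of all tested compounds, cut at about 3.7% in these data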;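 further: PTEN knockout HCT116 line with beta catenin targeted HCT116 as companion control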
MRP-1 activ: activators of MRP-1 | H69AR cells + doxorubicin, viability rescue, CellTiter-Glo | viability increase, % at 10 µM | 0.61% of 140,000 active | AID 799;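 active means viability gain under doxorubicin at or above a set limit, the compound median plus 3 SD, cut at about 4.7% in these data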;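 further: MRP-1 overexpressing cells given doxorubicin 25 µM after compound pretreatment; 18-22 h compound pretreatment then 72 h with doxorubicin before readout; 0% = doxorubicin-only wells and 100% = vehicle-treated cells without doxorubicin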
Measles CPE: protection of cells from measles virus; Measles virus-infected cells, CPE protection, absorbance; protection (pct of control), % at 4 µM; 1.5% of 140,000 active; in the data active means protection mostly above about 24%, no sharp cut-off; inactive means mostly below about 26%; further: some compounds called inactive have numbers as strong as hits
Numbers without * were called inactive; · = not tested or not shown. Compounds were not picked by outcome (roughly 6.2% active in at least one column).

SMILES	E-sel TNF inh	BB579 growth dn	Yeast lifespan up	NPY-Y2 antag	GALR2 blocker	Phagocyt inh	bCat KO growth	PTEN del growth	MRP-1 activ	Measles CPE
CCOCCCNC(=O)c1ccc(CS(=O)(=O)Cc2ccc(C)cc2)o1	-6	-21	-6	0	1	·	98	103	-1.8	16
COc1ccc(CNC(=O)c2sc(=S)n(-c3ccc(OC)cc3)c2N)cc1	-22	-52	-8	-3	9	·	96	104	-1.4	9
Nc1c(C(=O)NCc2ccccc2)c2nc3ccccc3nc2n1CCCN1CCOCC1	-13	-28	-5	11	-16	-2	7	4	-4.7	3
O=C(NC1CC2CCC(C1)N2C(=O)NC1CCCCC1)NC12CC3CC(CC(C3)C1)C2 (stereo not given)	-29	3	·	2	6	-2	71	81	-0.5	5
CCCCCCSC1=C(C#N)C(c2ccc(C)o2)CC(=O)N1 (stereo not given)	-8	1	4	5	1	0	68	68	-1.4	1
CCN(CC)S(=O)(=O)c1cccc(C(=O)Nc2nncs2)c1	-12	-13	-7	0	-1	0	76	75	-1.6	6
O=C(Cc1c[nH]c2ccccc12)N/N=C/c1cccc(F)c1	·	-39	-3	-1	16	-9	80	65	-1.8	3
CC(=O)N1C(=O)N(C)C2C1N(C(C)=O)C(=O)N2C (stereo not given)	-1	-18	-1	0	8	·	94	95	-1.6	6
O=C(COC(=O)c1ccccn1)Nc1cc(Cl)ccc1Cl	·	-18	-14	1	4	-1	97	106	-0.3	5
CN(C)/C=C/C(=O)c1nnn(C2CCCCC2)c1NC1CCCCC1	·	-23	41	14	-12	1	91	85	-0.7	2
COC(=O)CN1C(=S)N(c2ccccc2)C(=O)C1CC(=O)Nc1ccc(Cl)cc1 (stereo not given)	·	-53	-3	-2	14	-3	87	91	-1.4	11
Cc1c(NS(=O)(=O)c2ccc(N3CCCCC3)c([N+](=O)[O-])c2)c(=O)n(-c2ccccc2)n1C	·	-21	4	9	12	-5	98	91	-1.9	4
Cc1ccc2nc(-c3ccncc3)cc(-c3ccccc3)c2c1	7	3	-22	5	2	5	92	79	-3.5	3
Cc1cc(C)n(Cc2ccccc2F)c(=O)c1C#N	-13	21	-2	2	-13	·	98	110	-1.8	8
Cc1cccc(NC(=O)CSc2nc3[nH]ncc3c(=O)[nH]2)c1	·	3	0	-1	17	-9	90	90	-0.3	7
CCOC(=O)/C=C1\SCC(=O)N1CC(=O)NC(C)c1ccc(F)cc1 (stereo not given)	·	-25	-5	4	-2	-5	88	84	0.6	24
COc1ccccc1N1CCN(S(=O)(=O)/C=C/c2ccccc2)CC1	14	-46	-18	4	-10	2	98	106	0.6	4
C/C(=N\NC(=O)c1csc(C)c1C)c1ccc(Cl)s1	28	-51	-9	3	-7	2	103	92	1.8	27
COc1ccc(/C=N/OCc2nc3c4c(ncn3n2)Oc2ccc3ccccc3c2C4c2ccccc2)cc1 (stereo not given)	·	-26	-5	1	6	3	102	94	-1.2	4
CCC(C)N1C(=O)S/C(=C/c2ccc(Sc3nc4ccccc4[nH]3)o2)C1=O (stereo not given)	6	-40	-2	-2	7	6	4.1*	5	-6.5	5
Clc1ccc(-n2nnnc2CN2CCOCC2)cc1	-36	-24	-2	1	7	·	86	95	-1.2	14
CC(C)(Oc1ccc(Cl)cc1)C(=O)NC1=NN(c2ccccc2)C(=O)C1	·	96*	-11	0	1	-7	91	98	0.8	28
CC(/C=C1\SC(=O)N(CCCC(=O)O)C1=O)=C\c1ccccc1	8	-18	29*	7	-4	·	92	99	-3.0	27
COc1cc2c(cc1OC)C(C(=O)NCC1COc3ccccc3O1)C(c1cccnc1)N(C)C2=O (stereo not given)	-10	-5	-2	0	11	-5	101	86	-1.4	15
CC1CN(C(=O)c2c([N+](=O)[O-])cnn2C)CC(C)O1 (stereo not given)	-26	12	-13	1	-13	3	92	111	-0.8	17
CCOC(=O)CN(C(=O)CSc1nnc(-c2ccc(OC)c(OC)c2)o1)c1ccc(F)cc1	0	-7	-14	5	1	0	64	65	-1.0	8
CCOc1cc(C(=O)N/N=C/C2CC=CCC2)cc(OCC)c1OCC (stereo not given)	·	-10	2	0	17	5	99	106	-0.8	21
CCS(=O)(=O)N1CCCC(C(=O)NCCN(C)Cc2ccccc2)C1 (stereo not given)	·	-7	7	0	4	·	94	102	-1.2	18
COc1ccc(-c2cc(C(=O)NCc3cn(C)nc3C)c3ccccc3n2)cc1OC	-5	-23	5	4	-1	-4	84	84	-2.7	6
CCC12CN3CC(CC)(CN(C1)C3c1ccccc1Cl)C2O (stereo not given)	·	-41	-12	2	-11	0	78	88	-1.3	3
Cc1cc(C)cc(N(CC(=O)N2CCOCC2)S(=O)(=O)c2ccccc2)c1	-7	-10	·	0	-3	·	101	95	-1.8	8
CC1=N/C(=C/c2ccc([N+](=O)[O-])cc2)C(=O)N1c1ccc(Cl)cc1Cl	·	-25	-4	0	-12	0	85	81	-0.8	5
CCN(CC)S(=O)(=O)c1ccc2c(c1)c(=O)c(C(=O)N1CCOCC1)cn2C	4	-12	-7	2	10	-2	85	105	-1.2	9
CCN(CC)c1cc(C)c2cc(NC(=O)c3ccc(Br)o3)ccc2n1	22	-55	-15	3	2	·	12	9	-3.4	3
COc1ccc(CN(C(=O)c2ccco2)c2ccc(C)cc2)cc1OC	3	-44	-3	2	1	1	92	108	0.5	11
O=c1c(F)cn(C2CCCO2)c(=O)n1Cc1ccccc1F (stereo not given)	26	-15	-4	0	-6	0	105	102	-2.4	2
O=C(C1CCCCC1)N1CCN(S(=O)(=O)c2ccc(Br)cc2)CC1	-3	-38	-25	-2	3	·	96	103	-1.5	15
CCOC(=O)c1c(NC(=O)C2CCN(S(=O)(=O)c3ccc(Cl)cc3)CC2)sc2c1CCCC2	·	-28	1	-1	-5	-6	91	83	1.6	6
COc1cccc(NC(=O)CCN2CCN(c3ccccc3F)CC2)c1	-15	-16	-5	3	-8	·	89	98	-2.8	4
CCOC(=O)CCCNC(=O)CCNC(=O)c1ccc(OC)cc1	·	-37	-6	3	10	1	98	100	-1.4	13
COc1ccc(CCNc2cc(C)nc3c(-c4ccccc4)cnn23)cc1OC	·	-19	-4	5	2	-8	52	43	-3.6	·
CN(C)S(=O)(=O)Oc1ccsc1C(=O)Nc1ccc(Cl)cc1	21	-23	-31	2	16	·	89	68	-1.8	6
N/C(=N\OC(=O)c1ccc2c(c1)OCO2)c1ccc(Cl)cc1	6	-33	-25	0	0	·	89	90	-2.1	15
Cc1nccn1Cc1cccc2ccccc12	-2	-26	0	5	-4	0	85	103	-0.9	8
COc1ccc(-c2nc(C#N)c(NCc3ccccc3Cl)o2)cc1OC	·	-17	-15	7	-6	0	23	6	-5.7	8
CCN1CC2CCCC3(C1)C(=O)NC1(CCCCC1)N=C23 (stereo not given)	-4	-14	-5	0	7	-1	92	91	-0.7	14
CCCSc1nnc(-c2cccc(S(=O)(=O)N(C)C)c2)n1-c1cc(OC)ccc1OC	6	-20	-10	13	1	·	75	72	-1.0	13
CC(=O)NNS(=O)(=O)c1ccccc1[N+](=O)[O-]	0	-1	2	-2	4	1	93	110	1.8	13
COc1ccc(C(=O)OCC(=O)Nc2ccc(Cl)c(C(F)(F)F)c2)c(OC)c1OC	10	-35	9	12	-11	-5	91	76	1.9	12
Cc1ccc(C(=O)COC(=O)CCCC(=O)Nc2cc(C(F)(F)F)ccc2Cl)cc1C	·	-6	2	9	1	-7	89	91	-2.5	7
CCc1cccc(NC(=O)NC2CCCCC2)c1	-42	-34	-3	3	8	1	87	88	-1.8	1
O=S(=O)(Cc1ccccc1)N1CCCCCC1	29	-47	-6	1	-6	0	99	102	3.5	5
Cc1cc(C(=O)CSc2nnc(-c3ccccc3)o2)c(C)n1CC1COc2ccccc2O1 (stereo not given)	-10	-44	-3	0	2	·	66	67	0.7	18
Cc1nc2ccccc2n1CC(=O)NCc1ccccc1	-23	-11	-4	-1	6	-1	39	50	-1.5	7
O=C(COC(=O)C1=COCCO1)NCCCc1ccccc1	-30	-42	0	1	8	0	101	95	0.2	25
CNS(=O)(=O)c1cnccc1N1CCN(c2cccc(C)c2)CC1	-9	-39	-8	0	-10	0	105	100	0.2	7
CCCn1c2ccccc2c2nnc(SC(CC)C(=O)Nc3sc4c(c3C#N)CCCC4)nc21 (stereo not given)	34	-5	1	2	6	·	79	66	-0.6	4
Cc1ccc(CCN2CC(C(=O)NCCN3CCCCCC3)CC2=O)cc1 (stereo not given)	13	-25	-11	0	-2	-3	103	100	-0.1	3
COc1ccc(CCNC(=O)c2[nH]c(C)c(C(C)=O)c2C)cc1	-8	-32	-12	1	-7	-1	95	89	-1.2	3
CN1C(=O)c2ccccc2C(C(=O)O)C1c1cn(C)c2ccccc12 (stereo not given)	·	-44	4	4	4	·	81	89	-2.6	15

No new results follow: 2 of the compounds above.
SMILES	E-sel TNF inh	BB579 growth dn	Yeast lifespan up	NPY-Y2 antag	GALR2 blocker	Phagocyt inh	bCat KO growth	PTEN del growth	MRP-1 activ	Measles CPE
CNS(=O)(=O)c1cnccc1N1CCN(c2cccc(C)c2)CC1	-9	-39	-8	0	-10	0	105	100	0.2	7
CCCn1c2ccccc2c2nnc(SC(CC)C(=O)Nc3sc4c(c3C#N)CCCC4)nc21 (stereo not given)	34	-5	1	2	6	·	79	66	-0.6	4

Later entries.
SMILES	E-sel TNF inh	BB579 growth dn	Yeast lifespan up	NPY-Y2 antag	GALR2 blocker	Phagocyt inh	bCat KO growth	PTEN del growth	MRP-1 activ	Measles CPE
OCCCn1c(-c2ccccc2)n[nH]c1=S	-8	-18	·	3	-1	·	93	97	3.2	1
Cc1ccc(/C=N/NC(=O)CSc2nc3ccccc3n2C)s1	-40	-51	-13	7	0	·	80	76	-1.1	5
CCNc1nc(NC(C)C)nc(OCC)n1	9	-48	-6	4	-12	0	102	109	-0.6	22
Cc1cc(Nc2ccccc2)c2c([N+](=O)[O-])c(C)cc(C)c2n1	-52	9	-5	7	1	-1	62	62	-2.3	1
CCOc1ccc(N=CC2=C(O)CC(c3ccco3)CC2=O)cc1 (stereo not given)	4	-15	-4	-1	7	1	100	88	-2.2	2
CC1(C)Cc2ccccc2C(c2cc3ccccc3oc2=O)=N1	14	-24	·	8	-9	·	35	37	-3.8	3
COC(=O)c1cc(OC)c(OC)cc1NC(=O)c1c(-c2ccccc2)noc1C	-1	-32	-17	4	-12	-2	62	58	-2.3	2
CC(NC(=O)C12CC3CC(C1)CC(n1cncn1)(C3)C2)C12CC3CC(CC(C3)C1)C2 (stereo not given)	14	16	-22	7	-19	·	80	78	-4.4	20
COC(=O)[C@H](Cc1ccccc1)NC(=O)[C@@H]1C[C@H]1[C@@H](NC(=O)OCc1ccccc1)c1ccccc1	-19	-10	-1	-2	-3	·	86	92	-0.9	49*
O=C(CNc1ccccc1)NNC1=NCCC1	7	-34	1	1	4	-4	95	97	-1.1	8
COCCOC(=O)C1=C(C)N(Cc2ccccc2)C(=O)NC1c1cccc(OC)c1OC (stereo not given)	-29	-17	-4	-1	10	2	91	91	-1.7	2
